Bfl-1 Bim block: inhibitors of Bim binding to Bfl-1, primary screen, biochemical, multiplexed, bead-based flow cytometry. Bcl-2-related protein A1 (Homo sapiens), Q16548. Bim-Bfl-1 binding inhibition. inhibition, % at 10 µM. hit rate 0.12% among 190,000. AID 1008, 2008;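 further: 0% = wells without compound plus tracer and 100% = blocker peptide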
ABCB1 inh: ABCB1 efflux pump inhibitors, primary screen, cell-based, multiplex, flow cytometry, ABCG2 counter-screen. AID 1326, 2008. hit rate 0.067% among 190,000. inhibition, % at 6.6 µM. CCRF-Adr cells, JC-1 efflux; in the data active means inhibition above about 40%;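 further: 0% = vehicle and 100% = reference inhibitor; higher value means more JC-1 retained so stronger ABCB1 efflux block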
Bcl-2 Bim block: inhibitors of Bim-Bcl-2 binding, primary screen, biochemical, multiplexed, human Bcl-2 family; Apoptosis regulator Bcl-2 (Homo sapiens), P10415; AID 950, 2007; hit rate 0.06% among 190,000; Bead-based flow cytometry, Bim peptide-Bcl-2 binding; inhibition, % at 10 µM; in the data active means inhibition above about 40%; inconclusive means no clear call, values can overlap the other calls;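 further: 0% = no compound wells with probe peptide and 100% = reference peptide inhibitor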
Target sequence (P10415 whole entry, looked up): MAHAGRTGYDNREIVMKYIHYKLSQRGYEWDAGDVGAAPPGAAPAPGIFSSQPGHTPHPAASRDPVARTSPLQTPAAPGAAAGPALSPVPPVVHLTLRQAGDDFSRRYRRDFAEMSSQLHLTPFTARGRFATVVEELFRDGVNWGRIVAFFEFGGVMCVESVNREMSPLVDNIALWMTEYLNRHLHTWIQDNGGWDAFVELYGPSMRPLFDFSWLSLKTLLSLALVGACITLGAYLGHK
ABCG2 inh: ABCG2 efflux pump inhibitors, primary screen, multiplex with ABCB1, IgMXP3 cells, flow cytometry. JC-1 efflux. inhibition, % at 6.6 µM. hit rate 0.1% among 190,000. AID 1325, 2008;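 active means inhibition above 80%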;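 further: 0% = DMSO and 100% = nicardipine control wells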
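System: two drug-resistant human cell lines, ABCG2 and ABCB1; controls: nicardipine high and DMSO low controls; times: 10 min exposure at 25 °C with rotation, no wash; detection: flow cytometry of retained JC-1 fluorescence; read-out basis: percent efflux inhibition, scaled nicardipine 100% to DMSO 0%; doses: one concentration, 6.6 µM final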
RGS8-Gao reg: RGS8-Galphao binding modulators, primary screen, biochemical, multiplexed bead flow cytometry; Guanine nucleotide-binding protein G(o) subunit alpha (Homo sapiens), P09471; actives lie on both sides; response (percent of control binding), % at 10 µM; hit rate 0.34% among 220,000; AID 1423, 2008; in the data active means response below about 60% or above about 140%; inactive means in between;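 further: Galphao activated as the GDP aluminium fluoride complex binding bead-coupled RGS8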
Target sequence (P09471 whole entry, looked up): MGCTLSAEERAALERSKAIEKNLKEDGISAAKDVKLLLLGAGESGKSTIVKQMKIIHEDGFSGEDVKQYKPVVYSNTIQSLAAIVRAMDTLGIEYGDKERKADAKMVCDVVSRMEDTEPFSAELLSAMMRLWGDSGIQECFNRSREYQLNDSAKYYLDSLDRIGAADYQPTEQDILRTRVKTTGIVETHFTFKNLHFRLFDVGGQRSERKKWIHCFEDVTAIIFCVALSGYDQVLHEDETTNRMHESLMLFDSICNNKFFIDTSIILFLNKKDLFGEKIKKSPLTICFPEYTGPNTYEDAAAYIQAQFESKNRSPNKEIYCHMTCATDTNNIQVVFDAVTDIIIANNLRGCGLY
Bcl-B Bim block: inhibitors of Bim-Bcl-B binding, primary screen, biochemical, multiplexed, human Bcl-2 family. inhibition, % at 10 µM. hit rate 0.073% among 190,000. bead-based flow cytometry, Bim peptide-Bcl-B binding;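 further: 0% = tracer peptide without compound and 100% = reference inhibitor peptide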
Target sequence (Q9HD36 whole entry, looked up): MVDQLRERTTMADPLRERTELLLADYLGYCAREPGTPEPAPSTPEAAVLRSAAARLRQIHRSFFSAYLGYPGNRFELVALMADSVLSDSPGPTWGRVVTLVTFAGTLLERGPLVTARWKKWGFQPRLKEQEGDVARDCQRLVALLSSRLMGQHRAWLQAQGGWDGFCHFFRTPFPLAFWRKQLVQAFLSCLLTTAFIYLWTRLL
GSH fluor: compound fluorescence on glutathione beads, profiling panel, artefact control, biophysical, 488/530 nm, flow cytometry. GSH beads flow cytometry, compound fluorescence 488/530 nm; stronger effect = higher value. fluorescence (KMESF) at 10 µM. hit rate 0.25% among 190,000. AID 1776, 2009; in the data active means fluorescence above about 89;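 further: glutathione beads carrying GST-tagged Bcl family fusion proteins plus one bare bead set; values are compound well signal with DMSO vehicle wells as background; inactives centre near 16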
Bcl-W Bim block: inhibitors of Bim binding to Bcl-W, primary screen, biochemical, multiplexed, bead-based flow cytometry; Bcl-2-like protein 2 (Homo sapiens), Q92843; Bim peptide-Bcl-W binding; inhibition, % at 10 µM; hit rate 0.02% among 190,000; AID 952, 2007;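 further: 0% = bound tracer without compound and 100% = peptide blocker; higher means less fluorescent Bim peptide bound to Bcl-W beads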
Bcl-XL Bim block: inhibitors of Bim-Bcl-XL binding, primary screen, biochemical, multiplexed, bead flow cytometry, human Bcl-XL. Bim peptide-Bcl-XL binding, fluorescence. inhibition, % at 10 µM. hit rate 0.04% among 190,000. AID 1007, 2008
Target sequence (Q07817 whole entry, looked up): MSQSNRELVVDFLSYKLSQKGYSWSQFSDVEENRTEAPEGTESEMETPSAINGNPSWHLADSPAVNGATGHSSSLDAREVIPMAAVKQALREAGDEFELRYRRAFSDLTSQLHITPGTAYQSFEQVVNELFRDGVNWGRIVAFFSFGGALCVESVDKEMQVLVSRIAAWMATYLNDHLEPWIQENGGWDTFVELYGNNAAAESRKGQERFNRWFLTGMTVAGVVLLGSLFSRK
RGS4-Gao reg: modulators of RGS4 binding to Galphao, primary screen, biochemical, multiplexed bead flow cytometry; Guanine nucleotide-binding protein G(o) subunit alpha (Homo sapiens), P09471; actives lie on both sides; binding response (% of control), % at 10 µM; hit rate 0.33% among 220,000; AID 1415, 2008; in the data active means binding response below about 49% or above about 150%; inactive means in between;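 further: fluorescent Galphao activated with aluminum fluoride binding bead-coupled RGS4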
RGS7-Gao reg: RGS7-Galphao binding modulators, primary screen, biochemical, multiplexed bead flow cytometry; Guanine nucleotide-binding protein G(o) subunit alpha (Homo sapiens), P09471; actives lie on both sides; binding response (% of control), % at 10 µM; hit rate 0.35% among 220,000; AID 1439, 2008; in the data active means binding response below about 49% or above about 150%; inconclusive means no clear call, values can overlap the other calls; inactive means in between;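 further: fluorescent Galphao held in activated GDP-AlF4 state binding bead-coupled RGS7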
* = called active by the depositor; ? = inconclusive. Unless noted, no stated cut-off is given here; in the data, active means inhibition above about 40%. Rows are unselected; overall some 1.1% were active at least once.

SMILES	Bfl-1 Bim block	ABCB1 inh	Bcl-2 Bim block	ABCG2 inh	RGS8-Gao reg	Bcl-B Bim block	GSH fluor	Bcl-W Bim block	Bcl-XL Bim block	RGS4-Gao reg	RGS7-Gao reg
CCOc1ccc(C(=O)NCC(C)CN(C)C)cc1OCC (configuration not stated)	-4	-2.6	-8	-3	99	-7	27	-1	-2	101	99
Cc1ccc(C(=O)NC(N2CCCC2)C(Cl)(Cl)Cl)cc1 (configuration not stated)	0	0.0	0	1	99	-6	9	-2	0	96	102
COc1cc(NC(=O)COC(=O)CSc2cc(C)ccc2C)c(C)cc1[N+](=O)[O-]	-3	2.0	-9	9	103	-8	13	-2	-4	99	99
C=CCn1c(=NC(=O)c2sc3ccccc3c2Cl)sc2cc(S(N)(=O)=O)ccc21	1	-0.7	0	-2	102	-10	10	-4	-8	103	104
CCSc1nn2c(=O)c3ccccc3nc2s1	6	0.9	9	10	103	15	30	19	26	103	106
O=Cc1ccc(-n2cc(C=O)c3ccccc32)cc1	-6	0.6	-3	8	102	0	13	3	1	100	?
CC(=O)Cn1c(CN2CCCCC2)nc2ccccc2c1=O	-3	0.7	0	11	98	0	12	1	1	97	?
CCN(CC)C(=O)CSc1nc2c(sc(=S)n2-c2ccccc2)c(=O)[nH]1	-4	-0.6	-1	-6	101	-4	18	0	-1	100	?
COc1ccc(-c2cc3nc(C)cc(C)n3n2)cc1	-20	0.8	-12	55	100	-8	32	0	-8	98	103
CCOC(=O)c1sc(C)c2c1NC1(CCCCCC1)NC2=O	0	0.4	-3	2	99	0	12	-1	-2	100	99
COc1ccc2cc3cc(C(=O)NCCN4CCN(c5ccccc5F)CC4)oc3nc2c1	-1	2.0	-3	6	101	4	9	0	1	102	100
CC1=CCC[C@@H]2[C@@](C)(CC/C(C)=C/C(=O)O)[C@H](C)CC[C@@]12C	0	0.1	0	5	100	-5	18	-3	-3	97	96
Cc1ccc(NC(=O)C2C(c3ccccc3)C2(Cl)Cl)c(C)c1 (configuration not stated)	-17	-0.2	-13	1	82	-6	30	0	-2	64	67
CCOC(=O)c1cnn(CCOC(=O)c2ccc(OC)cc2)c1NC(=O)c1ccc(OC)cc1	0	1.7	0	9	104	-2	9	-2	-2	102	100
COc1ccc(C(=O)NN)cc1COc1ccc(Br)cc1	-8	-0.1	-2	0	102	-3	22	3	-1	101	101
C#CCOc1nc(OCC#C)nc(OCC#C)n1	-2	0.1	-1	5	101	-2	34	1	-7	102	101
COc1cccc2cc(C(=O)NCC3CCCO3)c(=O)oc12 (configuration not stated)	10	-0.6	5	2	95	10	33	8	0	97	101
Oc1[nH]c2c(Cl)cc(Cl)cc2c1N=NC(=S)NCC1CCCO1 (configuration not stated)	-1	-0.7	-4	-4	104	-4	12	-5	-9	108	104
C=CCN1CC(O)=C(c2ccccc2)C1=N	-8	-2.6	-13	-3	105	-6	22	0	0	103	101
Cc1[nH]nc2c1C(c1ccsc1)C(C#N)=C(N)O2 (configuration not stated)	0	0.0	0	0	95	-3	21	-5	-5	97	97
O=C(CSc1ncccn1)NN=C1CCCCCCC1	-2	0.5	-2	3	101	-3	17	-1	-2	99	96
CCC1NC(=S)NC(C)=C1C(=O)c1ccccc1 (configuration not stated)	-2	0.5	0	2	97	-6	14	0	-2	98	95
COC(=O)C1=C(C)NC=C([N+](=O)[O-])C1c1ccc(OC)cc1 (configuration not stated)	1	1.3	2	5	104	-2	8	0	0	102	99
CCc1[nH]nc2c1C1(CCOC1C)C(C#N)=C(N)O2 (configuration not stated)	-10	0.5	-5	1	101	-5	57	0	-9	107	104
O=c1[nH]c2ccc(S(=O)(=O)NCCO)cc2[nH]1	0	0.2	-3	-1	96	0	8	1	-2	98	94
Cc1ccc2sc(N(CCCN(C)C)C(=O)c3ccc(Br)s3)nc2c1C	-1	-0.6	2	-2	107	-6	10	-1	-3	113	?
CCN(CC)CCN1C(=O)c2oc3ccccc3c(=O)c2C1c1ccc(F)cc1 (configuration not stated)	2	-0.8	-2	0	102	-2	19	-1	-3	100	103
CNCC(O)CN1CCN(c2ccccc2OC)CC1 (configuration not stated)	-6	0.4	-3	1	101	-5	14	-1	-5	104	102
COc1ccc(OC(C)C(=O)N2CC(C)OC(C)C2)cc1 (configuration not stated)	-16	0.3	-6	4	100	-8	30	-1	-2	101	97
Cc1ccc(CNC(=O)CSCc2ccccc2F)cc1	-4	0.7	-3	2	103	-4	16	-1	-4	99	99
Cc1ccccc1CS(=O)(=O)Cc1ccc(C(=O)NCCCN2CC(C)CC(C)C2)o1 (configuration not stated)	-2	2.4	3	4	103	-5	23	1	-3	99	103
Cn1cccc1C(C#N)c1cccc(F)c1C#N (configuration not stated)	-5	-0.2	-5	-1	100	-1	13	-2	0	102	99
CCOc1nc(NCCO)nc(Nc2cc(Cl)ccc2OC)n1	3	-0.3	0	10	97	0	17	-2	-5	90	89
Cc1ccc(NS(=O)(=O)c2ccc3[nH]c(=O)[nH]c3c2)c(C)c1	-4	0.3	-2	1	101	-8	30	-3	-6	99	100
Cc1ccc(S(=O)(=O)Nc2ccccc2CNc2ncc(Br)cc2Br)cc1	-8	0.2	-9	1	100	-4	9	-2	-2	101	100
O=C(NCCc1cn2ccsc2n1)C1CCCCC1	-9	0.4	-11	1	99	-9	22	0	-2	102	103
O=C(Nc1cccnc1)c1ccc(S(=O)(=O)N2CCCCCC2)cc1	-8	-0.1	-4	2	106	1	35	1	-4	86	94
Cc1c(NS(=O)(=O)c2ccc(Cl)c(C(=O)OC(C)C(=O)N3CCOCC3)c2)c(=O)n(-c2ccccc2)n1C (configuration not stated)	0	0.2	0	0	102	-4	12	0	-4	101	109
COc1ccc(C(=O)OCC(=O)c2cc(OC)ccc2OC)c(OC)c1	-11	-0.3	-9	16	98	-11	41	2	3	98	95
Nc1cc(=O)[nH]c(SCc2nnc(-c3ccccc3)o2)n1	0	0.7	-1	2	101	-2	21	-2	-2	98	100

Single records, from the list above. Order of screens: Bfl-1 Bim block, ABCB1 inh, Bcl-2 Bim block, ABCG2 inh, RGS8-Gao reg, Bcl-B Bim block, GSH fluor, Bcl-W Bim block, Bcl-XL Bim block, RGS4-Gao reg, RGS7-Gao reg
`Nc1cc(=O)[nH]c(SCc2nnc(-c3ccccc3)o2)n1` is listed with 0, 0.7, -1, 2, 101, -2, 21, -2, -2, 98, 100
`COc1ccc(OC(C)C(=O)N2CC(C)OC(C)C2)cc1` (configuration not stated) is listed with -16, 0.3, -6, 4, 100, -8, 30, -1, -2, 101, 97
`Cc1c(NS(=O)(=O)c2ccc(Cl)c(C(=O)OC(C)C(=O)N3CCOCC3)c2)c(=O)n(-c2ccccc2)n1C` (configuration not stated) is listed with 0, 0.2, 0, 0, 102, -4, 12, 0, -4, 101, 109
`CCOC(=O)c1sc(C)c2c1NC1(CCCCCC1)NC2=O` is listed with 0, 0.4, -3, 2, 99, 0, 12, -1, -2, 100, 99
`Cc1ccc(NC(=O)C2C(c3ccccc3)C2(Cl)Cl)c(C)c1` (configuration not stated) is listed with -17, -0.2, -13, 1, 82, -6, 30, 0, -2, 64, 67

Going on with the list:
SMILES	Bfl-1 Bim block	ABCB1 inh	Bcl-2 Bim block	ABCG2 inh	RGS8-Gao reg	Bcl-B Bim block	GSH fluor	Bcl-W Bim block	Bcl-XL Bim block	RGS4-Gao reg	RGS7-Gao reg
O=S(=O)(c1ccc(Cl)cc1)N1CCC(O)(c2cccnc2)CC1	-21	0.4	-15	14	101	-9	26	-1	-9	97	101
C/C(N)=C(/C#N)C(=O)COC(=O)c1cc(-c2ccccc2)nc2ccc(Br)cc12	-4	-0.6	-8	7	97	-8	10	-3	-3	94	95
COc1ccc(N2CCN(c3ccc(Cl)nn3)CC2)cc1	-7	-0.1	-2	0	105	-4	24	-2	-4	103	103
COC(=O)c1[nH]c2cc(OC)c(OC)cc2c1NC(=O)c1cccc(OC)c1	-13	0.5	-16	9	98	-6	12	1	-4	93	96
N/C(=N\c1nc2c(c(=O)[nH]1)CCC2)Nc1ccccc1	-1	-0.3	0	5	99	-3	4	-2	-3	98	100
CC(NC(=O)COC(=O)CCc1ccc(S(=O)(=O)N2CCOCC2)cc1)C1CC2CCC1C2 (configuration not stated)	2	1.6	0	6	102	-1	9	-3	-4	101	103
Cc1nc(/C=[N+](\[O-])C(C)(C)/C=N/O)n(O)c1C	-4	0.2	0	1	104	-4	5	0	-2	105	103
CC(=O)Nc1ccc(NC(=O)C2CCCCC2C(=O)O)cc1 (configuration not stated)	-2	0.1	-4	4	98	-8	12	-3	-7	98	96
CCOCc1cc(C2NC(=O)NC(C)=C2C(=O)OCC)ccc1OC (configuration not stated)	5	0.7	6	-1	99	2	34	1	0	99	100
Cc1nc2ccccc2n1C1CCN(CC(=O)Nc2ccccc2Br)CC1	0	2.4	-8	4	121	-11	14	-12	-16	102	105
CC1CCCN(CCOCCOc2ccccc2-c2ccccc2)C1 (configuration not stated)	-2	1.7	-1	3	101	-9	21	-3	-5	100	100
O=C(c1ccco1)N1CCN(C(=O)c2sccc2-c2ccccc2)CC1	-2	0.8	-2	1	98	-3	25	-5	-8	97	97
COc1ccc(C/C(O)=C(\C#N)c2nc3ccccc3[nH]2)cc1OC	-2	0.4	-8	3	73	-6	11	2	-3	100	84
CCCCNc1ccc(S(N)(=O)=O)cc1[N+](=O)[O-]	-2	-0.4	-3	2	100	-6	4	-2	-4	98	99
COc1ccc(/C=C/C(=O)Nc2ccccc2C(F)(F)F)cc1	-2	0.2	-1	1	100	-4	9	-2	-2	100	97
CC(CN1CCOCC1)OC(=O)COc1ccc(F)cc1 (configuration not stated)	-3	0.1	-1	0	95	-2	21	-2	-2	96	96
CCc1ccc(NC(=O)CNS(=O)(=O)c2c(C)noc2C)cc1	-12	-1.8	-6	28	103	-9	36	1	-4	106	103
O=C(Nc1cccc(S(=O)(=O)N2CCCCC2)c1)c1ccc2c(c1)OCO2	1	0.9	-1	2	101	0	4	0	0	98	100
O=C(Nc1ncn[nH]1)c1ccc(Cl)c(S(=O)(=O)N2CCCCCC2)c1	-14	0.1	-5	1	100	-2	14	0	0	95	100
CCN(CC)C(c1ccc(F)cc1)c1nnnn1C1CCCCC1 (configuration not stated)	-8	2.0	-5	10	100	-4	15	4	0	101	98
CCCCN(CC)CCCNC(=O)C1c2ccccc2C(=O)N(C)C1c1cn(C)c2ccccc12 (configuration not stated)	-4	0.7	-5	4	100	-3	19	-5	-1	102	103
